SENP1 FRET inh: inhibitors of human SENP1 SUMO protease catalytic domain | actives 0.21% (n = 360,000) | inhibition, % at 10 µM | recombinant SENP1 catalytic domain, CyPet-SUMO1-YPet FRET cleavage | AID 624204;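 active means inhibition at least 30% at 10 µM, raw YFP signal under a set limit, fluorescence ratio 0.5 to 1.5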;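 further: 0% = enzyme with DMSO and 100% = no enzyme wells; some results filed as inactive read as strong as hits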
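Assay system – human recombinant His6-tagged SENP1 catalytic domain enzyme · Input – SENP1 enzyme, 20 pM final · Buffer or medium – Tris pH 8 buffer plus EDTA, NaCl, BME, BSA, NP40, catalase · Schedule – 50 min reaction at room temperature · Technique – FRET read of cyan and yellow fluorescence · Control set – no-enzyme wells low, DMSO-plus-enzyme wells high control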
Apaf1 inhib: blocks human Apaf-1 apoptosome activity. O14727. reconstituted apoptosome caspase-3 activity, DEVD-Rh110 fluorescence. inhibition, % at 20 µM. actives 0.71% (n = 330,000). AID 489030; active means inhibition of at least 40% at 20 µM;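 further: plate controls were DMSO wells for no effect and DEVD-CHO caspase inhibitor wells for full effect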
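System: Apoptosome proteins | Medium: Hepes pH 7.5 with detergent and BSA | Also added: Cytochrome c trigger plus (Z-DEVD)2-Rh110 caspase-3 substrate | Incubation: 30 min compound preincubation, 50 min activation, room temperature | Detection: Rhodamine 110 fluorescence at Ex 480/Em 540 nm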
SENP8 block-1: blocks the human protease SENP8; Q96LD8; purified SENP8, Z-RLRGG-aminoluciferin cleavage, luminescence; inhibition, % at 10 µM; actives 1.2% (n = 330,000); AID 2540; in the data active means inhibition above about 50%
SENP6 inh: blocks the human protease SENP6; Recombinant SENP6 catalytic domain, aminoluciferin luminescence; inhibition, % at 10 µM; actives 1.8% (n = 330,000); AID 2599;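 active means inhibition above about 50% at the single tested dose, limit read from the data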;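 further: plate controls were DMSO wells with enzyme for no effect and DMSO wells lacking enzyme for full effect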
Target sequence (Q9GZR1 628-1112 limits assumed): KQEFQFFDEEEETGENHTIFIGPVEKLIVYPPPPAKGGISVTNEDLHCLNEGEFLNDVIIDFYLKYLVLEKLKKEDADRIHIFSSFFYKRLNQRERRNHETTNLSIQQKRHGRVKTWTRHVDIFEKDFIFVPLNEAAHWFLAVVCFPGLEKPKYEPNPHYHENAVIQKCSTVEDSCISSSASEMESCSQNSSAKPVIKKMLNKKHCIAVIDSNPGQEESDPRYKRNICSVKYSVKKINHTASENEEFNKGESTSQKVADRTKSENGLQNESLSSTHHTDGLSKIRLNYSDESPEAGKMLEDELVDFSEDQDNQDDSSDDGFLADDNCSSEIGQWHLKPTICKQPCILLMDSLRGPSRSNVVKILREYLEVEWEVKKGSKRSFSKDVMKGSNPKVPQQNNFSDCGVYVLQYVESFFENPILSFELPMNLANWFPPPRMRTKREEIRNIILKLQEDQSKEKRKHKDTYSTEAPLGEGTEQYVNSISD
PfGluPho inh: PfG6PD (Plasmodium falciparum) enzyme inhibition | PfGluPho enzyme, NADPH resazurin-diaphorase fluorescence | actives 0.78% (n = 350,000) | inhibition, % at 20 µM;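 active means inhibition reaching at least a set limit at 20 µM in the primary screen, cut at about 59% in these data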;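 further: 0% = DMSO wells with substrate and 100% = DMSO wells lacking glucose-6-phosphate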
SENP7 inh: inhibitors of human SENP7 protease. recombinant SENP7, Z-RLRGG-aminoluciferin luminescence, 40 min. inhibition, % at 5 µM. actives 1.5% (n = 330,000);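 active means inhibition above about 50% at the single test dose, limit read from the data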;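 further: plate controls were DMSO with enzyme for no effect and no enzyme buffer wells for full effect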
Target sequence (Q9BQF6 706-1050 limits assumed): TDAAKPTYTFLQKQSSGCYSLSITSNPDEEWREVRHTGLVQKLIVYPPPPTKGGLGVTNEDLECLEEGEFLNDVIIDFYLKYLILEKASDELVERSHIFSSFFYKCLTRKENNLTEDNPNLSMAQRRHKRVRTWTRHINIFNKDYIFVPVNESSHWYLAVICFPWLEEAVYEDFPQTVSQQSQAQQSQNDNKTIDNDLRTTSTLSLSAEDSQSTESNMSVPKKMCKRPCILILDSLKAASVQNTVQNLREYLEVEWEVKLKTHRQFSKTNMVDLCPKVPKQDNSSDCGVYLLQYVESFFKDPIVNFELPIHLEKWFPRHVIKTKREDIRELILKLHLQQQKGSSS
HKDC1 inh: inhibitors of human hexokinase HKDC1; Q2TB90; recombinant HKDC1, G6PDH/diaphorase resazurin coupled fluorescence; inhibition, % at 20 µM; actives 0.16% (n = 340,000); AID 493160;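 active means inhibition above about 35% when tested at 20 µM, limit read from the data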;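 further: plate controls were DMSO wells with enzyme for no effect and DMSO wells lacking enzyme for full effect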
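Test system: recombinant HKDC1 (HK5) hexokinase enzyme, produced in-house; Amount: enzyme 5 µg/mL final; Buffer or medium: Tris pH 8.0 buffer with MgCl2, Tween-20, BSA, BME; Reagent: glucose and ATP substrates; Doses: 20 µM test compound, 1% DMSO; Incubation: 90 min reaction incubation at room temperature, dark; Detection: resorufin fluorescence at 613 nm.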
SENP8 block-2: blocks human SENP8 cleavage of Nedd8 substrate; actives 0.64% (n = 360,000); inhibition, % at 20 µM; recombinant SENP8, Nedd8 substrate fluorescence; AID 602440; Q96LD8; in the data active means inhibition mostly above about 40%, no sharp cut-off; inactive means mostly below about 27%
Active calls of the source: *; i = inactive; . = not tested or not shown.

Values in the order – SENP1 FRET inh | Apaf1 inhib | SENP8 block-1 | SENP6 inh | PfGluPho inh | SENP7 inh | HKDC1 inh | SENP8 block-2
[1] COc1cccc(CN(C)CCCn2ccc(NC(=O)OCc3ccccc3)nc2=O)c1
 : 2 | . | . | . | -1 | . | -6 | -4
[2] COCCCNC(=S)Nc1ccc(OC(F)F)cc1C
 : 2 | 5 | 0 | -25 | -9 | -9 | 8 | 12
[3] COc1ccccc1CC(=O)Nc1ccc(OC)c(OC)c1
 : -1 | -4 | -12 | 1 | -1 | 1 | 4 | 10
[4] CC(C)N1CCC(N2CCN(CCCn3cccn3)CC2CCO)CC1 (stereo not drawn)
 : -1 | -5 | -10 | 22 | -13 | -6 | 0 | 11
[5] CC(/C=C/c1ccco1)=N/NC(=O)CNc1ccccc1C
 : 0 | -4 | 11 | -9 | 9 | 7 | -6 | 10
[6] O=c1[nH]c2ccccc2nc1-c1c[nH]c2ccccc12
 : -18 | 10 | -14 | -10 | 7 | -3 | 0 | -310
[7] CCCCNC(=O)C(=O)N/N=C/c1ccc(OCc2ccccc2)cc1
 : 1 | -13 | 3 | -11 | 8 | 4 | -16 | 18
[8] CCN(CC)S(=O)(=O)c1ccc(C(=O)Nc2ncn(Cc3ccccc3)n2)cc1
 : 0 | -11 | -3 | -7 | -15 | 6 | 2 | 12
[9] Clc1cccc(OCCn2cncn2)c1Cl
 : 1 | -1 | -1 | -5 | 8 | 3 | -1 | 26
[10] CCN(c1ccccc1)S(=O)(=O)c1cccc(C(=O)NCCOc2ccccc2OC)c1
 : -3 | 38 | -3 | 12 | 5 | -10 | -2 | 7
[11] COc1cc(OC)c(C=O)c(OC(=O)N2CCOCC2)c1
 : -32 | 1 | -10 | 9 | 5 | -11 | -3 | 7
[12] CC(=O)Nc1ccc(NC(=O)CSc2nnc(-c3cc(C)[nH]n3)n2N)cc1
 : 1 | -12 | -6 | 21 | 6 | 4 | -2 | -18
[13] N#Cc1ccccc1S(=O)(=O)N1CCN(C(=O)c2cccc(S(=O)(=O)N3CCCC3)c2)CC1
 : 0 | . | . | . | 3 | . | -4 | 10
[14] Cc1ccc(N2C(=O)C(Cl)=C(N3CCOCC3)C2=O)c(C)c1
 : 7 | 1 | -8 | -4 | 8 | 5 | -4 | 13
[15] CCN(CC)CCNC(=O)CS(=O)Cc1nc(-c2ccccc2Cl)oc1C (stereo not drawn)
 : -3 | 7 | -9 | 10 | 0 | -4 | -8 | 25
[16] O=C(CSc1nnc(-c2ccccc2)n1-c1ccc(Cl)cc1)NC1CCS(=O)(=O)C1 (stereo not drawn)
 : 3 | -1 | 1 | 15 | -1 | 7 | -2 | 18
[17] COc1ccc(C(NC(=O)CNC(C)=O)C(=O)Nc2ccc(C(C)C)cc2)cc1 (stereo not drawn)
 : 2 | 4 | -6 | -3 | -5 | -4 | -5 | 3
[18] O=C(Nc1ccc2oc(-c3ccncc3)nc2c1)c1ccc2c(c1)OCO2
 : -8 | 0 | 3 | -11 | 2 | 0 | 8 | -385
[19] O=c1c2c3c(sc2ncn1/N=C/c1ccncc1)CCCC3
 : 1 | 8 | 1 | -26 | 3 | 12 | 14 | -11
[20] O=C(CCn1cnc2ccccc2c1=O)Nc1ccc(S(=O)(=O)N2CCCCC2)cc1
 : 0 | 3 | -6 | -8 | -20 | 6 | -2 | -3
[21] CCOC(=O)c1nc2ccccc2s1
 : 2 | -9 | 2 | 35 | -8 | 7 | 0 | 26
[22] O=C(CCC1COc2ccccc2O1)Nc1cccnc1 (stereo not drawn)
 : 0 | 1 | -1 | -3 | 2 | -2 | 7 | 4
[23] O=C(N/N=C/c1ccc(Cl)cc1Cl)c1ccc(-n2cnnn2)cc1
 : -1 | -17 | 9 | 13 | 8 | -2 | -5 | 1
[24] CCn1cc(CNCc2ccc(OCC(O)CN(C)Cc3ccccc3)cc2)cn1 (stereo not drawn)
 : 0 | 5 | 0 | 3 | 12 | 1 | -11 | 3
[25] CCCCCn1c2nc3ccccc3nc2c2c(=O)n(CC(C)C)cnc21
 : -7 | 3 | 1 | -6 | 3 | 1 | -4 | i
[26] Cc1cccc(OCC(=O)Nc2ccc3c(c2)OCO3)c1C
 : 1 | 3 | -6 | -6 | 12 | -4 | 2 | 9
[27] O=C(N/N=C/c1c(Cl)nc2ccccn2c1=O)c1cccnc1
 : -22 | -10 | 2 | -12 | 14 | -4 | 2 | -139
[28] Fc1ccccc1OCCCCCN1CCCC1
 : -3 | 3 | -5 | -22 | 1 | 4 | -10 | 14
[29] Cc1ccc(-n2c(SCC(=O)N(C)C3CCS(=O)(=O)C3)nc3ccccc3c2=O)c(C)c1 (stereo not drawn)
 : 2 | -2 | 4 | 0 | 20 | 2 | -2 | 9
[30] CCOC(=O)C1CCCN(S(=O)(=O)c2ccc(S(N)(=O)=O)cc2)C1 (stereo not drawn)
 : 3 | -5 | -3 | -7 | 4 | -6 | -1 | 6
[31] Cc1ccc(N(CC(=O)NCc2ccccc2)C(=O)CCC(=O)Nc2ccccn2)cc1C
 : 2 | 11 | 2 | -8 | -6 | -12 | -5 | 2

Record cards, from the list above. Order of values: SENP1 FRET inh | Apaf1 inhib | SENP8 block-1 | SENP6 inh | PfGluPho inh | SENP7 inh | HKDC1 inh | SENP8 block-2
Cc1ccc(N(CC(=O)NCc2ccccc2)C(=O)CCC(=O)Nc2ccccn2)cc1C is listed with 2 | 11 | 2 | -8 | -6 | -12 | -5 | 2
CCOC(=O)C1CCCN(S(=O)(=O)c2ccc(S(N)(=O)=O)cc2)C1 (stereo not drawn) is listed with 3 | -5 | -3 | -7 | 4 | -6 | -1 | 6

Part of the list above, with one line to a screen.
1. COc1cccc(CN(C)CCCn2ccc(NC(=O)OCc3ccccc3)nc2=O)c1
2. COCCCNC(=S)Nc1ccc(OC(F)F)cc1C
3. COc1ccccc1CC(=O)Nc1ccc(OC)c(OC)c1
4. CC(C)N1CCC(N2CCN(CCCn3cccn3)CC2CCO)CC1 (stereo not drawn)
5. CC(/C=C/c1ccco1)=N/NC(=O)CNc1ccccc1C
6. O=c1[nH]c2ccccc2nc1-c1c[nH]c2ccccc12
7. CCCCNC(=O)C(=O)N/N=C/c1ccc(OCc2ccccc2)cc1

assay / compound,1,2,3,4,5,6,7
SENP1 FRET inh,2,2,-1,-1,0,-18,1
Apaf1 inhib,.,5,-4,-5,-4,10,-13
SENP8 block-1,.,0,-12,-10,11,-14,3
SENP6 inh,.,-25,1,22,-9,-10,-11
PfGluPho inh,-1,-9,-1,-13,9,7,8
SENP7 inh,.,-9,1,-6,7,-3,4
HKDC1 inh,-6,8,4,0,-6,0,-16
SENP8 block-2,-4,12,10,11,10,-310,18

8. CCN(CC)S(=O)(=O)c1ccc(C(=O)Nc2ncn(Cc3ccccc3)n2)cc1
9. Clc1cccc(OCCn2cncn2)c1Cl
10. CCN(c1ccccc1)S(=O)(=O)c1cccc(C(=O)NCCOc2ccccc2OC)c1
11. COc1cc(OC)c(C=O)c(OC(=O)N2CCOCC2)c1
12. CC(=O)Nc1ccc(NC(=O)CSc2nnc(-c3cc(C)[nH]n3)n2N)cc1
13. N#Cc1ccccc1S(=O)(=O)N1CCN(C(=O)c2cccc(S(=O)(=O)N3CCCC3)c2)CC1
14. Cc1ccc(N2C(=O)C(Cl)=C(N3CCOCC3)C2=O)c(C)c1

assay / compound,8,9,10,11,12,13,14
SENP1 FRET inh,0,1,-3,-32,1,0,7
Apaf1 inhib,-11,-1,38,1,-12,.,1
SENP8 block-1,-3,-1,-3,-10,-6,.,-8
SENP6 inh,-7,-5,12,9,21,.,-4
PfGluPho inh,-15,8,5,5,6,3,8
SENP7 inh,6,3,-10,-11,4,.,5
HKDC1 inh,2,-1,-2,-3,-2,-4,-4
SENP8 block-2,12,26,7,7,-18,10,13

15. CCN(CC)CCNC(=O)CS(=O)Cc1nc(-c2ccccc2Cl)oc1C (stereo not drawn)
16. O=C(CSc1nnc(-c2ccccc2)n1-c1ccc(Cl)cc1)NC1CCS(=O)(=O)C1 (stereo not drawn)
17. COc1ccc(C(NC(=O)CNC(C)=O)C(=O)Nc2ccc(C(C)C)cc2)cc1 (stereo not drawn)

assay / compound,15,16,17
SENP1 FRET inh,-3,3,2
Apaf1 inhib,7,-1,4
SENP8 block-1,-9,1,-6
SENP6 inh,10,15,-3
PfGluPho inh,0,-1,-5
SENP7 inh,-4,7,-4
HKDC1 inh,-8,-2,-5
SENP8 block-2,25,18,3

Compound activity deposited in PubChem BioAssay by Sanford-Burnham Center for Chemical Genomics.
